High-throughput results: PubChem BioAssay, several laboratories
SSB-PriA inh: inhibitors of Klebsiella pneumoniae PriA binding to SSB C-terminal tail; AlphaScreen SSBct-PriA binding, biotinylated peptide; inhibition, % at 33 µM; actives 0.6% (n = 430,000); AID 1272365; in the data active = inhibition mostly above about 37%, no sharp cut-off; inactive = mostly below about 20%;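 also: plate controls were negative control peptide for no effect and reference peptide for full effect; strong numbers were not always called active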
DUSP3 inh: inhibitors of human VHR1 phosphatase (DUSP3); recombinant VHR phosphatase, pNPP absorbance; inhibition, % at 13.3 µM; actives 0.52% (n = 290,000); AID 1654; in the data active = inhibition above about 50%; also: some compounds called inactive have numbers as strong as hits
Target sequence (P51452 whole entry, looked up): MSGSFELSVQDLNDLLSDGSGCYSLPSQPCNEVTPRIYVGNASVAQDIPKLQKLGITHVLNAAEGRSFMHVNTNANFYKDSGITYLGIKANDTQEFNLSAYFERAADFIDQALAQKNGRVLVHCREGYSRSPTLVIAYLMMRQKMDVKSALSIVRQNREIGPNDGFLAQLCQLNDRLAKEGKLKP
TcdB GH inh: TcdB glycohydrolase inhibition. P18177. TcdB glycohydrolase enzymatic assay, plate reader. inhibition, % at 9.99 µM. actives 0.24% (n = 350,000). AID 652162; in the data active = inhibition above about 10%
Vc quorum ag: quorum light induction in luxS cqsA deficient V. cholerae | actives 0.16% (n = 350,000) | AID 588436 | V. cholerae BH1578 lux reporter, luminescence, 6 h | activation, % at 18.7 µM; in the data active = activation mostly above about 9.7%, no sharp cut-off; inconclusive = no clear call, values can overlap the other calls; inactive = mostly below about 3.7%; also: not every result past the cut was called active; inactives centre near 0; reference of the scale not given here
MazEF act: activators of E. coli MazEF toxin-antitoxin RNase; activation, % at 20 µM; FAM/BHQ RNA-DNA oligo cleavage fluorescence, 5 h; P0AE70; AID 504720; actives 0.32% (n = 350,000); in the data active = activation above about 50%
Target sequence (P0AE70 whole entry, looked up): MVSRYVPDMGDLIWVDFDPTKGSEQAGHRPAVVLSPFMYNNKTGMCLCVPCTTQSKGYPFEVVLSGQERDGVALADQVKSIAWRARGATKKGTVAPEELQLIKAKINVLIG
SARS 3CLpro inh: SARS-CoV 3CLpro protease inhibition; P0C6X7; recombinant SARS-CoV 3CLpro, quenched FRET peptide cleavage; inhibition, % at 6 µM; actives 0.14% (n = 290,000); AID 1706; in the data active = inhibition above about 12%
Yp Topo-I inh: blocks Yersinia pestis topoisomerase I activity; activity, % at 10 µM; Y. pestis Topo-I cleavage product accumulation, plate reader; AID 504884; actives 0.064% (n = 360,000); in the data active = activity above about 50%, passing the limit was not always enough; inconclusive = no clear call, values can overlap the other calls; also: inactives centre near 2
Anthrax LF inh2: blocks Bacillus anthracis lethal factor protease; P15917; actives 0.12% (n = 360,000); multiplex microsphere protease cleavage assay, LF; inhibition, % at 10 µM; AID 588501; in the data active = inhibition above about 30%; inconclusive = no clear call, values can overlap the other calls; also: plate controls were buffer without enzyme for full effect and enzyme alone for no effect
PfHsp40 yeast: rescue of PfHsp40-mediated yeast toxicity | S. cerevisiae expressing PfHsp40, growth rescue, ATP luminescence | growth rescue, % at 12.5 µM | actives 0.68% (n = 340,000); in the data active = growth rescue above about 28%, passing the limit was not always enough; inconclusive = no clear call, values can overlap the other calls;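 also: yeast W303a lacking pdr1 and pdr3 grown in galactose medium; growth measured after three days at 30 °C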
Rv3671c inh: Rv3671c (M. tuberculosis) protease inhibition; P9WHR9; inhibition, % at 5.96 µM; actives 0.048% (n = 320,000); in the data active = inhibition above about 38%;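 also: extracellular domain of Rv3671c used as enzyme; 0% = enzyme with DMSO and 100% = no enzyme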
Target sequence (P9WHR9 whole entry, looked up, the tested form may be a part): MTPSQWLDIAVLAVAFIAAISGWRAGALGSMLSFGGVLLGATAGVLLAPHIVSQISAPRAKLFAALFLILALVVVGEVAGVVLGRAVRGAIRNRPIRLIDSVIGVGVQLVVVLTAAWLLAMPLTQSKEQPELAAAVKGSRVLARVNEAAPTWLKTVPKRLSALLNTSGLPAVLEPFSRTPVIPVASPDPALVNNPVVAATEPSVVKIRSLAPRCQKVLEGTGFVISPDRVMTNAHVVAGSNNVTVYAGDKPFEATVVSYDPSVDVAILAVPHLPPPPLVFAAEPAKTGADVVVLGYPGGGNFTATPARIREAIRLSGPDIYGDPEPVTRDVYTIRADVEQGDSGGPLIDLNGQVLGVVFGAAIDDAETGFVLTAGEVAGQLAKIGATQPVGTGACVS
Active calls of the source: *; i = inactive; ? = inconclusive; / = no result given; ! = a repeat was not active. The list is partial; the hit share may differ from the screen's.

SMILES	SSB-PriA inh	DUSP3 inh	TcdB GH inh	Vc quorum ag	MazEF act	SARS 3CLpro inh	Yp Topo-I inh	Anthrax LF inh2	PfHsp40 yeast	Rv3671c inh
CC(=O)Nc1cc(NC(C)=O)cc(C(=O)N2CCCC3CCCCC32)c1 (stereo not drawn)	-11	17	0.3	-3.3	7	4	-2	-5	-0.7	8
Cc1ccc(-c2nc(C#N)c(N3CCCCC3)o2)cc1	87*!	17	0.4	-0.3	-2	-3	8	-8	0.1	3
COc1cc(C(C(=O)NC2CCCCC2)N(Cc2ccco2)C(=O)c2cnccn2)cc(OC)c1OC (stereo not drawn)	-13	22	1.5	-0.5	8	-3	-6	1	-0.7	-2
Cc1cccc(NS(=O)(=O)c2ccc(C)c(C(=O)NCCCN3CCOCC3)c2)c1	5	/	0.1	-5.6	-5	/	0	?	-0.8	/
Cc1cc(NC(=O)CN2C(=O)/C(=C/c3ccc(C(C)C)cc3)SC2=S)no1	/	/	0.1	i	1	/	1	2	/	/
Cc1cc(S(=O)(=O)NCC(C)C)ccc1OCC(=O)N1CCN(Cc2ccccc2)CC1	2	26	/	i	3	-6	2	2	0.4	-7
CCCCN(C)C(=O)Cn1cnc2sc(C)cc2c1=O	-14	11	/	-2.2	1	-1	0	-2	0.3	1
Cc1nc(Nc2ccc(F)cc2)nc(Nc2ccc(F)cc2)c1[N+](=O)[O-]	-9	12	1.0	-2.2	-2	3	6	-5	-0.4	-10
COc1ccc(Cc2nnc(Nc3ccccc3)s2)cc1Br	-13	-5	0.0	i	8	1	22	-1	0.9	25
COc1ccc(C(=O)NCCN2CCOCC2)cc1OC	-4	9	/	/	5	3	0	1	-1.3	3
CCSc1cc(N2CCCC2)nc(-c2ccccc2Cl)n1	-25	2	1.9	-0.2	-8	-4	3	-1	-1.3	1
Cn1c(=O)c2c(=O)cc(N)[nH]c2n(C)c1=O	-6	34	2.4	-0.5	7	-2	4	2	-0.3	-6
CCOC(=O)C(=CNc1ccc(C(F)(F)F)cc1Cl)C(=O)OCC	-13	20	0.5	-0.4	-2	-3	-3	-7	0.0	13
COc1cc2c(cc1NC(=O)CSc1ccccc1)oc1ccccc12	-16	-5	-2.0	i	-15	3	-2	-1	-0.9	-25
COc1ccc(NC(=S)Nc2cccc(Cl)c2)cc1OC	1	6	0.1	-0.3	4	-6	3	-1	-0.1	-3
Cc1cccnc1C(NC(=O)C1CCN(CCCc2ccccc2)CC1)c1ccc(Cl)cc1 (stereo not drawn)	/	/	1.6	-0.8	/	/	10	0	/	/
O=C(Cc1ccccc1)N1CCN(Cc2cccc(Cl)c2)CC1	-8	4	0.8	i	3	8	0	-4	0.9	9
Cc1nn(CC(=O)N2CCC(C)CC2)c(=O)c2nn(-c3ccccc3)c(C)c12	-18	-4	1.1	-0.1	2	-7	-3	0	1.4	-1
COC(=O)[C@H]1C[C@H](OC(=O)Nc2cccs2)[C@@]2(O)CN(S(=O)(=O)c3ccc(C)cc3)CC2[C@H]1C(=O)OC (stereo partly drawn)	/	/	3.1	-0.6	4	/	5	-2	/	/
CC(C)CNS(=O)(=O)c1ccc(CCC(=O)N2CCN(Cc3ccc4c(c3)OCO4)CC2)cc1	-5	-9	/	-0.4	7	0	26	/	-1.6	3
Cc1cc(C(=O)CSc2ccc(F)cc2)cc(C)c1O	-8	-14	1.7	-0.4	1	1	-5	17	3.9	-4
COc1ccccc1Cc1nnnn1CC(=O)O	-11	-14	/	i	3	4	11	-4	0.4	6
O=C(NCC(=O)N(CCc1ccccc1)C(C(=O)NC1CCCC1)c1cccnc1)c1ccco1 (stereo not drawn)	0	-1	/	i	4	0	6	-1	0.3	-7
COc1ccc(CCN(C)Cc2c(F)cccc2F)cc1OC	0	32	/	0.1	3	-2	8	-2	-0.2	8
O=C(C[n+]1ccc(/C=N/O)cc1)N(Cc1ccccc1)Cc1ccccc1	/	29	1.1	2.5	8	-5	-4	0	2.9	-3
O=C(Nc1cccc(N2C(=O)C3C4C=CC(C4)C3C2=O)c1)c1cccs1 (stereo not drawn)	-14	18	2.5	-1.6	8	-1	3	0	-1.1	-12
Clc1ccc(NC2=NCCCS2)cc1Cl	2	30	0.1	-0.3	7	1	-10	1	0.7	5
CC1CCCN(S(=O)(=O)CCNC(=O)c2ccc3c(c2)OCO3)C1 (stereo not drawn)	-11	/	-0.1	1.4	1	/	5	-3	-1.3	4
Cc1csc(SCC(=O)c2c(N)n(C)c(=O)n(C)c2=O)n1	-25	8	/	i	-9	-6	-8	-5	-0.6	3
COc1ccc(C)cc1NC(=O)N1CCC(CO)(CC2CCCCO2)CC1 (stereo not drawn)	-3	18	0.0	-1.6	0	1	1	-2	-0.4	3
CCOC(=O)c1cc(CC)sc1NC(=O)Cc1ccccc1	-82	0	/	i	-1	-3	3	-4	1.9	-4
CCOc1ccc(CCNC(=O)COC(=O)c2cc([N+](=O)[O-])ccc2N2CCOCC2)cc1OCC	11	20	-1.3	0.1	-1	5	24	2	0.2	-14
O=C(O)C1CC1C(=O)N1CCN(c2ccc(Cl)c(Cl)c2)CC1 (stereo not drawn)	-16	4	/	i	4	2	3	-1	-1.0	-2
CC1=CC2=NC(=O)/C(=C/c3cccn3Cc3ccccc3)C(=N)N2O1	-3	-4	1.0	-0.8	2	1	5	1	3.5	-8
Cc1ccc(-n2ncc3c2CC(C)(C)CC3NC(=O)CCN2CCCCC2=O)cc1 (stereo not drawn)	-13	-11	1.5	i	-1	-5	19	2	2.7	-7
CCN(CC)CCN(C(=O)CN1C(=O)c2ccccc2C1=O)c1nc2cc3c(cc2s1)OCO3	17	32	3.3	i	18	-2	-9	-3	0.0	-3
C#CCOCCOCCOCCNc1nc(N2CCN(C(=O)[C@H]([C@@H](C)CC)n3cc([C@@H](N)CO)nn3)CC2)nc(N2CCN(C(=O)[C@H](CCCCN)n3cc([C@@H](N)C(C)CC)nn3)CC2)n1 (stereo partly drawn)	-2	30	0.2	-0.2	12	0	-11	5	-1.8	3
O=C1CC(c2ccc(Cl)cc2)c2c(O)cc(O)cc2O1 (stereo not drawn)	7	16	-11	-0.8	1	4	-8	1	0.2	-14
Cc1ccc(S(=O)(=O)Nc2cc3c(C(=O)Nc4ccccc4)c(C)oc3c3ccccc23)cc1	9	26	2.3	-0.4	49	-2	15	1	0.0	-123
COc1cccc(OC)c1C(=O)NC(=S)NCc1cccnc1	4	-14	2.8	-11	-4	0	14	-4	1.6	-1
CC(C)(CNC(=O)/C=C/c1ccc(F)cc1)CNC(=O)/C=C/c1ccc(F)cc1	-9	22	/	i	-1	2	7	-6	0.8	-28
COC(=O)c1ccc(COC(=O)CCC(=O)c2cccs2)cc1	-27	-2	1.0	-0.3	-2	-1	7	-1	-0.8	-16
S=c1[nH]nc(-c2ccccc2Br)n1Cc1ccccc1	-11	13	3.8	i	9	-2	3	-31	0.7	-7
Cc1cc(C(=O)N/N=C/c2ccc(OC(=O)c3ccccc3Br)cc2)n[nH]1	/	12	0.6	i	0	-1	3	1	-1.7	0
O=C(NNC(=S)NCC1CCCO1)c1cc(Br)ccc1Cl (stereo not drawn)	4	9	1.9	-0.9	3	-2	0	-1	-0.5	-6
COc1ccc(CC(=O)n2[nH]c(=O)ccc2=O)cc1OC	4	28	-0.6	-0.4	16	0	3	/	-0.7	1
O=C(Nc1ccc(Cl)c(Cl)c1)Nc1ccccc1O	-13	16	2.7	-0.3	19	5	-21	0	?	-8
COc1ccc(CN2CCC2(C)C(=O)NCCc2c[nH]c3ccccc23)c2ccccc12 (stereo not drawn)	/	/	6.5	-0.8	/	/	15	3	/	/
O=C(CBr)Nc1c2c(nn1-c1ccccc1)CSC2	-10	16	-2.0	-0.3	-5	9	12	0	0.6	12
O=C(NCc1ccc(Cl)cc1)C1CCN(C(=O)Cc2ccccc2)CC1	-17	19	0.8	-1.7	-6	0	5	-2	-0.6	-5

Another view of 4 compounds above.
SMILES,SSB-PriA inh,DUSP3 inh,TcdB GH inh,Vc quorum ag,MazEF act,SARS 3CLpro inh,Yp Topo-I inh,Anthrax LF inh2,PfHsp40 yeast,Rv3671c inh
COc1ccc(C(=O)NCCN2CCOCC2)cc1OC,-4,9,/,/,5,3,0,1,-1.3,3
COc1ccc(NC(=S)Nc2cccc(Cl)c2)cc1OC,1,6,0.1,-0.3,4,-6,3,-1,-0.1,-3
COc1ccccc1Cc1nnnn1CC(=O)O,-11,-14,/,i,3,4,11,-4,0.4,6
O=C(Nc1ccc(Cl)c(Cl)c1)Nc1ccccc1O,-13,16,2.7,-0.3,19,5,-21,0,?,-8

The list continues.
SMILES	SSB-PriA inh	DUSP3 inh	TcdB GH inh	Vc quorum ag	MazEF act	SARS 3CLpro inh	Yp Topo-I inh	Anthrax LF inh2	PfHsp40 yeast	Rv3671c inh
O=C(CC1N=C(Cc2ccccc2)NNC1=O)N/N=C/c1ccc([N+](=O)[O-])cc1 (stereo not drawn)	/	40	6.2	i	5	4	-14	0	-1.0	0
CN(C)Cc1cc(C(C)(C)C)cc(N2CCOCC2)c1O	-7	/	-11	-5.6	-7	/	4	-2	-0.1	/
CCN1C(=O)N[C@@H](c2ccc(Br)cc2)C(C(C)=O)=C1C	-38	/	0.0	i	7	/	-7	-3	-0.9	6
Cc1cc([N+](=O)[O-])nn1CC(=O)Nc1cccc2nonc12	1	6	1.2	-0.2	1	1	-15	-5	-1.3	-1
CC(C)(CNC(=O)C1CCCC1)CNC(=O)C1CCCC1	-2	13	/	-0.3	8	7	2	-1	0.1	-4
COc1ccc(Cl)cc1N(CC(=O)N1CCN(Cc2ccccc2)CC1)S(C)(=O)=O	-8	34	/	i	5	-3	23	1	-1.3	4
Cc1ccc(C(=O)CCC(=O)OCC(=O)Nc2c(C)nn(-c3ccccc3)c2C)cc1	-3	/	-0.8	5.6	-2	/	6	7	-0.1	-1
CC(C)(C)NC(=O)/C(=C\C=C\c1ccccc1)NC(=O)c1ccc([N+](=O)[O-])cc1	1	13	0.5	-0.2	1	1	5	0	-0.7	-1
CCOn1c(=O)c(-c2ccc(Cl)cc2)[n+]([O-])c2ccccc21	-32	2	/	i	1	-3	-2	-6	-0.2	5
COc1ccc(S(=O)(=O)N2CCC(C(=O)NCc3cccc(OC)c3)CC2)cc1	-8	-1	/	-0.4	2	9	10	-3	0.1	0
CCOc1ccccc1OCCCNCc1ccccc1	-6	60*	-0.6	i	6	2	5	2	0.5	1
Cn1ccc(C(=O)Nc2ccc(Br)cc2Br)n1	-9	4	/	-3.3	2	8	6	0	-0.2	-5
Nc1c(C(=O)CSc2nnc(N3CCOCC3)n2-c2cccc(F)c2)c(=O)[nH]c(=O)n1C1CC1	-10	/	2.8	-0.3	6	/	3	2	-1.0	-3
Cc1ccc(CN2CCC(CNS(=O)(=O)c3ccc(-c4ccc(=O)[nH]n4)s3)CC2)cc1	8	-7	-0.7	-3.1	12	-1	1	-2	-0.4	-10
Cc1onc(-c2ccccc2)c1C(=O)N1CCN(C(=O)c2ccco2)CC1	-9	-9	/	1.7	-1	-3	-5	0	0.4	-3
COCc1nnc(NC(=O)c2ccc(S(=O)(=O)N(CC(C)C)CC(C)C)cc2)o1	-11	44	-0.5	i	0	4	-14	1	-1.2	-7
CCOC(=O)c1c(NC(=O)C2=C(C)NC(=S)NC2c2ccccc2C(F)(F)F)sc(C)c1C (stereo not drawn)	-16	0	/	-0.2	-6	-2	3	-3	-0.2	-13
COC(=O)CCCC1=CC2=C(c3ccccc3)C(=O)C(C)(OC(=O)C3CCCC3)C(=O)C2=CN1CCc1ccccn1 (stereo not drawn)	3	11	-0.3	3.0	-9	/	16	-4	-0.9	-10
